High-throughput results: PubChem BioAssay, Sanford-Burnham Center for Chemical Genomics
PfGluPho inh = PfG6PD (Plasmodium falciparum) enzyme inhibition; PfGluPho enzyme, NADPH resazurin-diaphorase fluorescence; inhibition, % at 20 µM; hit rate 0.78% among 350,000;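 active = inhibition reaching at least a set limit at 20 µM in the primary screen, cut at about 59% in these data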;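 also: 0% = DMSO wells with substrate and 100% = DMSO wells lacking glucose-6-phosphate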
SENP7 block = inhibitors of human SENP7 protease; Q9BQF6; recombinant SENP7, Z-RLRGG-aminoluciferin luminescence, 40 min; inhibition, % at 5 µM; hit rate 1.5% among 330,000;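 active = inhibition above about 50% at the single test dose, limit read from the data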;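 also: plate controls were DMSO with enzyme for no effect and no enzyme buffer wells for full effect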
Target sequence (Q9BQF6 706-1050 limits assumed): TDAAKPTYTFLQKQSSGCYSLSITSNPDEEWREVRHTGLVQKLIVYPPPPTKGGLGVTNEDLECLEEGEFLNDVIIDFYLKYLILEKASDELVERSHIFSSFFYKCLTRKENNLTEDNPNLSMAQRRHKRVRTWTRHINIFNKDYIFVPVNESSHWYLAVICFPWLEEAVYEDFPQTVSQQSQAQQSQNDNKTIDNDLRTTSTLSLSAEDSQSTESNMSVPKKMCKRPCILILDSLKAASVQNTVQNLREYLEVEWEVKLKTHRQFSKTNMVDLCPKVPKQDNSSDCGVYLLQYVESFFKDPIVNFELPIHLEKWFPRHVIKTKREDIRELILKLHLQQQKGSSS
SENP1 inh = blocks the human SENP1 SUMO protease catalytic domain | AID 624204 | inhibition, % at 10 µM | hit rate 0.21% among 360,000 | recombinant SENP1 catalytic domain, CyPet-SUMO1-YPet FRET cleavage | Q9P0U3;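 active = inhibition at least 30% at 10 µM, raw YFP signal under a set limit, fluorescence ratio 0.5 to 1.5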;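 also: 0% = enzyme with DMSO and 100% = no enzyme wells; some results filed as inactive read as strong as hits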
Target sequence (Q9P0U3 419-644 limits assumed): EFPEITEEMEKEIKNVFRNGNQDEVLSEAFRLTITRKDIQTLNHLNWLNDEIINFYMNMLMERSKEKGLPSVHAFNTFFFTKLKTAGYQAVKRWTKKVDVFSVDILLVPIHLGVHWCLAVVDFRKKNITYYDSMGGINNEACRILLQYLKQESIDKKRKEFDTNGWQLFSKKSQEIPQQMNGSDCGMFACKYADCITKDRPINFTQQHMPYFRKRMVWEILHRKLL
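Controls: no-enzyme wells low, DMSO-plus-enzyme wells high control. Test system: human recombinant His6-tagged SENP1 catalytic domain enzyme. Reagent: SFCypet-SUMO1-SFYpet FRET protein substrate, 25 nM final. Doses: one dose per compound, 10 µM, 0.5% DMSO. Detection: FRET, CFP and YFP emission. Timing: 50 min reaction at room temperature.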
SENP8 block-1 = blocks human SENP8 cleavage of Nedd8 substrate. Q96LD8. recombinant SENP8, Nedd8 substrate fluorescence. inhibition, % at 20 µM. hit rate 0.64% among 360,000. AID 602440; in the data active = inhibition mostly above about 40%, no sharp cut-off; inactive = mostly below about 27%
Target sequence (Q96LD8 whole entry, looked up): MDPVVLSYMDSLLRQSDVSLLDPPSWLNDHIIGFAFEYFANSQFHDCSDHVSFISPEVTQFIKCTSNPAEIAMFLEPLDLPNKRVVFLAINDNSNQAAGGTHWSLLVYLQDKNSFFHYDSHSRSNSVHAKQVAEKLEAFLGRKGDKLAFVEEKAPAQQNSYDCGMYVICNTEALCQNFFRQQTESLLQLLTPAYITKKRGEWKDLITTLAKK
beta cell repl = inducers of beta-cell replication in MIN6 cells; MIN6 cells proliferation, ATPlite luminescence, 48 h; cells starved in 0.2% serum; 100% = growth in 10% serum; proliferation, % at 10 µM; hit rate 0.29% among 330,000; AID 2380;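 active = compounds whose signal lies at least 3.5 SD above the mean of all wells on their plate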;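 also: 0% = DMSO-treated cells in low-serum medium and 100% = 10% serum control; some compounds called inactive have numbers as strong as hits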
UBC13 polyUb = inhibitors of human UBC13 polyubiquitin chain formation; P61088; TR-FRET; inhibition, % at 20 µM; hit rate 0.47% among 330,000; in the data active = inhibition above about 45%, passing the limit was not always enough
SENP6 block = blocks the human protease SENP6; Q9GZR1; Recombinant SENP6 catalytic domain, aminoluciferin luminescence; hit rate 1.8% among 330,000; AID 2599; inhibition, % at 10 µM;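 active = inhibition above about 50% at the single tested dose, limit read from the data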;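 also: plate controls were DMSO wells with enzyme for no effect and DMSO wells lacking enzyme for full effect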
HKDC1 inh = inhibitors of human hexokinase HKDC1 | Q2TB90 | recombinant HKDC1, G6PDH/diaphorase resazurin coupled fluorescence | inhibition, % at 20 µM | hit rate 0.16% among 340,000;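 active = inhibition above about 35% when tested at 20 µM, limit read from the data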;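 also: plate controls were DMSO wells with enzyme for no effect and DMSO wells lacking enzyme for full effect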
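Assay system: recombinant HKDC1 hexokinase; detection: coupled resazurin fluorescence, excitation 525 nm, emission 613 nm; benchmarks: DMSO-plus-enzyme-mix negative control, buffer-substituted positive control; compound dosing: single 20 µM dose; schedule: 90 min at room temperature in dark; also added: glucose plus 1 mM ATP as hexokinase substrates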
SENP8 block-2 = blocks the human protease SENP8; Q96LD8; purified SENP8, Z-RLRGG-aminoluciferin cleavage, luminescence; inhibition, % at 10 µM; hit rate 1.2% among 330,000; AID 2540; in the data active = inhibition above about 50%
The depositor's hits bear a star; . = no result given; & = joins results of further samples.

Start of the data: the first 2 entries, ahead of the listing:
Molecule	PfGluPho inh	SENP7 block	SENP1 inh	SENP8 block-1	beta cell repl	UBC13 polyUb	SENP6 block	HKDC1 inh	SENP8 block-2
Cc1cccc(NC(=O)CSc2ncnc3nc[nH]c23)c1	-8	-7	0	19	0	11	-23	-3	-7
Cc1cccc(CC(=O)N2CCN=C2SCc2ccc([N+](=O)[O-])cc2)c1	-11	3	0	14	0	12	-6	4	2

All compounds of this part, repeating the preview:
Molecule	PfGluPho inh	SENP7 block	SENP1 inh	SENP8 block-1	beta cell repl	UBC13 polyUb	SENP6 block	HKDC1 inh	SENP8 block-2
Cc1cccc(NC(=O)CSc2ncnc3nc[nH]c23)c1	-8	-7	0	19	0	11	-23	-3	-7
Cc1cccc(CC(=O)N2CCN=C2SCc2ccc([N+](=O)[O-])cc2)c1	-11	3	0	14	0	12	-6	4	2
CCCCC(NC(C)=O)c1nc2ccccc2[nH]1 (stereo not drawn)	8	-7	1	14	-3	0	-29	-3	2
Cc1ccc2c(CN3CCN(Cc4ccccc4)CC3)cc(=O)oc2c1C	1	2	1	22	-1	4	-6	-3	3
COc1ccc(NS(=O)(=O)c2cccc(C(=O)NNC(=O)c3ccc(O)c(Cl)c3)c2)cc1	1	-9	0	10	4	-10	-2	-2	-15
Cc1ccc(N2C(=O)N3[C@H](c4ccc(F)cc4)[C@@H]4C(=O)N(C5CCCCC5)C(=O)[C@@H]4[C@]3(Cc3ccccc3)C2=O)cc1	-4	-2	0	0	-7	-33	3	-1	0
O=C(CCN1C(=O)S/C(=C\c2ccc(F)cc2)C1=O)Nc1ccc(O)cc1C(=O)O	-9	0	2	-115	-3	-18	13	0	9
COc1ccc(N2C(=O)C(CC(=O)Nc3ccc(F)cc3)N(CCc3cccs3)C2=O)cc1 (stereo not drawn)	-24	-10	3	10	0	10	0	-4	-6
CSc1ncccc1C(=O)OCC(=O)NCc1cccs1	-4	15	0	4	4	2	5	-4	0
CCN1CCN(C(c2cccs2)C(C)NC(=O)CC(C)C)CC1 (stereo not drawn)	-2	0	0	8	-1	8	-4	-8	2
O=C(CSc1nc2ccsc2c(=O)n1Cc1ccccc1)NCC1CCCO1 (stereo not drawn)	-1	-5	2	11	-2	55*	-16	-2	1
C/C(=N\NC(=O)C(O)c1ccccc1)c1cccnc1 (stereo not drawn)	-3	-5	3	6	-4	-8	-11	-5	-5
N#CC1(P(=O)(c2ccccc2)c2ccccc2)CCCC1	-5	-3	3	7	0	-10	1	-6	-13
Cc1ccc(Oc2ccc(OCC(=O)Nc3ccncc3)cc2)cc1	.	7	0	20	-7	8	2	.	10
Cc1c(O)cccc1C(=O)N[C@@H](CSc1ccccc1)[C@H](O)CN1C[C@H]2CCCC[C@H]2C[C@H]1C(=O)NC(C)(C)C	0&8	-1	0&0	3&6	-8	-11	0	-2&3	-6
COc1ccc(-n2ncc3c(=O)n(CC(=O)Nc4ccc(S(=O)(=O)N5CCOCC5)cc4)cnc32)cc1	-11	1	2	-63	3	8	-28	6	-5
COc1ccc(/C=C2/SC(=O)N(CC(=O)Nc3cc(C)on3)C2=O)cc1OC	3	4	-29	-60	0	10	5	-5	2
COc1ccc(-c2ccc(CCC(=O)O)n2Cc2ccco2)cc1	-13	10	-22	-326	-2	2	-9	-1	6
COc1ccc(CC(=O)Nc2ccc(-c3cn4ccccc4n3)cc2)cc1OC	-20	6	1	-419	-2	7	-4	-8	3
COC(=O)c1cccc(Nc2c3c(nc4ccccc24)CCC3)c1	1	-2	-2	-205	-4	13	13	3	-9
O=C(Nc1ccc(F)cc1F)c1cc2n(n1)C(C(F)(F)F)C1CCCCC1N2 (stereo not drawn)	5	-4	1	8	-1	-3	-8	0	-6
COc1ccc2c(c1)oc(=O)c1cc(OC)ccc12	5	80*	-1	-212	1	-3	65*	-1	46
CC(=O)COC(=O)CCc1nc2ccccc2[nH]c1=O	-5	-3	2	-144	-1	42	-2	-7	-6
Cc1ccc(N2C(=S)NC3c4ccccc4OC2(C)C3C(=O)N(C)C)cc1 (stereo not drawn)	-4	5	-1	17	4	29	-3	-3	-8

Next compounds:
Order of results – PfGluPho inh, SENP7 block, SENP1 inh, SENP8 block-1, beta cell repl, UBC13 polyUb, SENP6 block, HKDC1 inh, SENP8 block-2
Cc1nn2c(C)nc3sc4c(c3c2nc1=O)CC(C)(C)OC4
  -1, -3, 1, -173, 0, 11, 10, -10, -1
O=c1cnc(-c2ccc(Cl)cc2)cn1O
  -12, 6, 0, -76, -3, 9, -5, -4, 0
C=CCOc1ccc(CN(C)c2ccc(S(=O)(=O)N3CCN(C)CC3)cc2[N+](=O)[O-])cc1
  8, 1, 1, 17, -7, 14, 0, 3, -1
COc1ccccc1CNS(=O)(=O)c1ccc(Br)s1
  2, 3, 1, -1, 1, -1, 2, -12, -10
CCN(C(=O)COC(=O)Cc1c[nH]c2ccccc12)c1c(N)n(Cc2ccccc2)c(=O)[nH]c1=O
  -2, 14, -9, -14, -1, -3, -8, 6, -2
O=c1ccc(-c2nc3ccccc3n2Cc2ccccc2Cl)c[nH]1
  3, -2, -3, -20, -3, 5, 6, -7, -9
Cc1sc(C(=O)NCc2cccnc2)c2nc(C)n(CC(=O)NCc3cccnc3)c(=O)c12
  -3, 2, -2, 9, -3, 9, -4, -13, 5
COc1ccc(-c2c(C#N)c(N)nc3c2c(=O)n(C)c(=O)n3C)cc1
  -6, -9, 0, -310, 1, 7, -20, -5, -8
Cc1cc(C(=O)N/N=C/c2ccc(-c3ccccc3Cl)o2)n[nH]1
  -6, 10, 3, -346, 1, 2, 7, -2, -8
COC(=O)CCCCCc1ccc(C(C)=O)s1
  -11, -4, 3, 18, -1, -11, -19, -3, -7

Looked up by structure from above:
Order of results – PfGluPho inh, SENP7 block, SENP1 inh, SENP8 block-1, beta cell repl, UBC13 polyUb, SENP6 block, HKDC1 inh, SENP8 block-2
O=C(CSc1nc2ccsc2c(=O)n1Cc1ccccc1)NCC1CCCO1 (stereo not drawn)
  -1, -5, 2, 11, -2, 55*, -16, -2, 1
Cc1ccc(Oc2ccc(OCC(=O)Nc3ccncc3)cc2)cc1
  ., 7, 0, 20, -7, 8, 2, ., 10
COc1ccc(NS(=O)(=O)c2cccc(C(=O)NNC(=O)c3ccc(O)c(Cl)c3)c2)cc1
  1, -9, 0, 10, 4, -10, -2, -2, -15

(listing goes on)
Order of results – PfGluPho inh, SENP7 block, SENP1 inh, SENP8 block-1, beta cell repl, UBC13 polyUb, SENP6 block, HKDC1 inh, SENP8 block-2
COc1ccc(-c2cn[nH]c2N)c(OC)c1
  5, 1, -1, 6, 5, 6, -19, -12, 1
O=S(=O)(c1ccc(Br)cc1)N1CCN(c2ccccc2)CC1
  -5, 2, -1, 16, -1, 2, 22, -6, -4
CCN(C(=O)CN1CC(C)OC(C)C1)c1c(N)n(Cc2ccccc2)c(=O)[nH]c1=O (stereo not drawn)
  -10, -4, -1, 6, 2, 7, 9, -8, 1
CCOC(=O)c1[nH]c(C)c(/C(O)=C2\C(=O)C(=O)N(CCN(C)C)C2c2ccc(C)o2)c1C (stereo not drawn)
  -8, 2, -6, 5, 0, -4, 8, -8, 16
CC(C)C[C@H](NC(=O)NCc1ccccc1Cl)C(=O)O
  0, -1, 3, 11, 0, 9, -1, -11, -8
Cc1cccc(N(CC(=O)NCCSc2ccccn2)S(=O)(=O)c2ccccc2)c1
  9, -2, 1, 8, 0, 6, 1, -3, -5
O=C(c1cc(-c2cccc(Cl)c2)on1)N1CCN(c2ccc(F)cc2)CC1
  -23, 0, 0, 8, -3, 8, -17, -5, -5
COc1cccc(C(=O)c2c(C)c(CCC#N)n3ccccc23)c1OC
  -1, 1, 1, 1, -2, -2, 8, -1, 4
Cc1noc(C)c1CCC(=O)NC1CCCN(Cc2ccc(CC(C)C)cc2)C1 (stereo not drawn)
  12, -8, -3, 10, 0, 2, -6, 5, 0
CSCCC(NS(=O)(=O)c1ccc2c(c1)OCCO2)C(=O)N(C)Cc1ccc(F)cc1 (stereo not drawn)
  13, 15, 0, 8, 0, -12, -17, -8, -3
CC(=O)Nc1ccc(/C(N=Nc2ccccc2)=N/N=C(N)N)cc1
  4, ., -2, -15, ., ., ., 3, .
CCC(=O)OC1(C(=O)CCl)[C@@H](C)C[C@H]2[C@@H]3CCC4=CC(=O)C=C[C@]4(C)[C@@]3(F)[C@@H](O)C[C@@]21C (stereo partly drawn)
  5, -9, 0, 6, -3, -8, -6, 1, -9
CN(CC(=O)Nc1ccc(Cl)c(C(F)(F)F)c1)C(=O)/C=C/c1ccco1
  7, -2, 0, 12, -2, 4, 16, 9, 5
CC(C)[N+]1(C)[C@@H]2CC[C@@H]1CC(OC(=O)C(CO)c1ccccc1)C2 (stereo partly drawn)
  20, 5, 2, 9, 7, 10, -6, -4, 2
COc1cc(NC(=O)CSc2ccc(-c3cccnc3)nn2)cc(OC)c1
  20, -2, -2, -6, -3, 0, 4, 6, -3
COc1cccc(OC)c1C(=O)NC(=S)Nc1ccc2oc(-c3ccncc3)nc2c1
  -5, -1, 1, -68, -2, -4, -29, 2, -40
O=C1/C(=C/c2cccs2)NC(=S)N1C1CC1
  -14, 5, -64, 8, -2, 1, 10, -5, 3
CCCn1nc(NC(=O)C2CCCO2)c2cc3cc(C)ccc3nc21 (stereo not drawn)
  9, 5, -28, -287, 4, 5, 9, 5, 3
